NFkB binder: binders of human NF-kappa-B p105; P19838; Small molecule microarray, anti-His fluorescence binding; calls only; 17,000 tested, 1.3% active;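 active = spot fluorescence over background significantly raised, with a chance value under 7% in all four replicate spots of the compound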;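 note: probe protein is his-tagged human p50 processed subunit at 1 µg/ml; raw spot fluorescence signals with no normalization applied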
Target sequence (P19838 1-433 limits assumed): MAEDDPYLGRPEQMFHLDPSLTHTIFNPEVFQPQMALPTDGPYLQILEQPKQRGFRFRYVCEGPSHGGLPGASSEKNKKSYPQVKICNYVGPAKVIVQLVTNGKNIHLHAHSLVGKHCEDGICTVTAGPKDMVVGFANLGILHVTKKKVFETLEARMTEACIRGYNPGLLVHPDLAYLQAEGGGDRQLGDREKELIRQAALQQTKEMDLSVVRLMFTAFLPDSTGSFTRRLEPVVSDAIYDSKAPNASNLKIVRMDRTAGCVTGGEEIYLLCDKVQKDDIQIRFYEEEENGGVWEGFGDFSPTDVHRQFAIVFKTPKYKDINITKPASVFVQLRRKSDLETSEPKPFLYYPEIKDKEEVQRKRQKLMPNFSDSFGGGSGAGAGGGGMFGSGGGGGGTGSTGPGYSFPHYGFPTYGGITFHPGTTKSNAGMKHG
Calls only; i = inactive; + = active, no number.

item	smiles	NFkB binder
1	COCC1=C([C@H](O)c2ccccc2)[C@H](CO)[C@@H]2C(=O)N(Cc3ccccc3)C(=O)[C@@H]2C1	i
2	Cc1noc(C)c1NC(=O)N(C)C[C@@H]1OCCCC[C@H](C)Oc2ccc(NC(=O)c3ccncc3)cc2C(=O)N([C@@H](C)CO)C[C@H]1C	i
3	C[C@@H]1CCCCO[C@@H](CN(C)C)[C@H](C)CN([C@@H](C)CO)C(=O)c2cc(NS(=O)(=O)c3cn(C)cn3)ccc2O1	i
4	C[C@H](CO)N1C[C@H](C)[C@H](CN(C)Cc2ccc(C(=O)O)cc2)Oc2ccc(NC(=O)Nc3ccc(F)cc3)cc2CC1=O	i
5	Cc1ccc(CC(CC(=O)O)C(=O)Nc2cc(C)ccc2C)cc1 (stereo not given)	i
6	C[C@H](CO)N1C[C@H](C)[C@H](CN(C)Cc2ccc3cccnc3c2)OCc2cn(nn2)CCCC1=O	i
7	C[C@H]1CN([C@@H](C)CO)C(=O)c2cc(NC(=O)Nc3cccc4ccccc34)ccc2O[C@H]1CN(C)S(=O)(=O)c1ccc(Cl)cc1	i
8	COc1cccc(S(=O)(=O)NCc2ccc(C(=O)Nc3ccc4sc(C)nc4c3)cc2)c1	i
9	COc1ccc(NC(=O)O[C@H]2[C@H](OC(=O)Nc3ccc4c(c3)OCO4)[C@@H](OC(=O)Nc3ccc4c(c3)OCO4)[C@@H](OC)O[C@@H]2CO)cc1	i
10	C[C@@H]1CC[C@]2(C(=O)OC3OC(COC4OC(CO)C(O[C@@H]5O[C@@H](C)[C@H](O)[C@@H](O)[C@H]5O)C(O)C4O)C(O)C(O)C3O)CC[C@]3(C)C(=CCC4[C@@]5(C)CC[C@@H](O)[C@](C)(C(=O)O)C5CC[C@]43C)C2[C@H]1C (stereo not given in full)	i
11	C[C@H](CO)N1C[C@H](C)[C@H](CN(C)Cc2ccccc2)OCCCC[C@H](C)Oc2ccc(NC(=O)CCCN(C)C)cc2C1=O	+
12	O=C1CS(=O)(=O)C(c2ccccc2)N1c1ccc(Cl)cc1 (stereo not given)	i
13	CNC[C@H]1Oc2c(NC(=O)Nc3ccccc3)cccc2C(=O)N([C@H](C)CO)C[C@@H]1C	i
14	C[C@@H]1CN([C@@H](C)CO)C(=O)Cc2cc(NC(=O)Cc3cn(C)c4ccccc34)ccc2O[C@H]1CN(C)Cc1ccc(C(=O)O)cc1	i
15	Cc1cc(NC(=O)C2CCCCC2C(=O)O)ccc1NC(=O)c1ccccc1 (stereo not given)	i

More entries follow.
item	smiles	NFkB binder
16	C[C@H](CO)N1C[C@H](C)[C@H](CN(C)Cc2ccc(Oc3ccccc3)cc2)Oc2c(NS(C)(=O)=O)cccc2C1=O	i
17	CC(=O)Nc1ccc(NS(=O)(=O)c2ccc(Cl)c(C(=O)O)c2)cc1	i
18	CCc1ccccc1NC(=O)CCCN1C(=O)c2ccccc2C1=O	i
19	O=C(O)c1cccc(-n2nnnc2SCc2ccccn2)c1	i
20	Cc1noc(C)c1NC(=O)N(C)C[C@@H]1Oc2ncc(C#Cc3ccc(C(F)(F)F)cc3)cc2C(=O)N([C@H](C)CO)C[C@@H]1C	i
21	O=c1c2ccccc2nc(CSc2nc(Cc3ccccc3)nc3ccccc23)n1-c1ccccc1	i
22	CC(C)NC(=O)N(C)C[C@H]1OCCCC[C@@H](C)Oc2ccc(NS(C)(=O)=O)cc2C(=O)N([C@@H](C)CO)C[C@@H]1C	i
23	COc1ccc(NC(=O)O[C@H](c2ccc(OC)c(O)c2)[C@@H](CCO)OC)cc1	i
24	C[C@H](CO)N1C[C@H](C)[C@H](CN(C)Cc2ccc(C(F)(F)F)cc2)Oc2c(NC(=O)c3ccncc3)cccc2C1=O	i
25	Cc1noc(C)c1NC(=O)Nc1ccc2c(c1)CC(=O)N([C@H](C)CO)C[C@@H](C)[C@@H](CN(C)C(=O)Nc1c(C)noc1C)O2	i
26	C=CCNC(=O)[C@@H]1[C@H]2C(=O)O[C@H](c3ccccc3)[C@H](c3ccccc3)N2[C@H](c2ccc(O)cc2)[C@@]12C(=O)Nc1ccc(C#CCCO)cc12	i
27	C[C@@H]1O[C@@H](Oc2ccc3c(=O)c(-c4ccc(O)cc4)coc3c2)[C@H](O)[C@H](O)[C@H]1O	i
28	COc1ccc(S(=O)(=O)Nc2ccc3c(c2)C(=O)N([C@@H](C)CO)C[C@H](C)[C@H](CN(C)Cc2ccccc2)O3)cc1	i
29	COc1ccccc1NC(=O)CNS(=O)(=O)c1ccccc1	i
30	C[C@@H]1CN([C@@H](C)CO)C(=O)CCCn2nncc2CO[C@H]1CN(C)C(=O)Nc1ccc(-c2cccs2)cc1	i

(further entries)
item	smiles	NFkB binder
31	COc1ccc(NC(=O)Nc2ccc3c(c2)CC(=O)N([C@@H](C)CO)C[C@@H](C)[C@@H](CN(C)Cc2ccc(-c4ccccc4)cc2)O3)cc1	i
32	C/C=C/[C@H](CC(=O)N(CCO)Cc1ccccc1)[Si](C)(C)c1ccc(OC)cc1	i
33	C[C@@H]1CN([C@@H](C)CO)C(=O)c2cc(NC(=O)CCCN(C)C)ccc2O[C@H]1CN(C)S(=O)(=O)c1cn(C)cn1	i
34	Cc1noc(C)c1S(=O)(=O)N(C)C[C@@H]1Oc2ccc(NS(=O)(=O)c3cn(C)cn3)cc2CC(=O)N([C@H](C)CO)C[C@H]1C	i
35	COc1cc(/C=C/c2cc(O)cc(O)c2)ccc1O[C@@H]1O[C@H](CO)[C@@H](O)[C@H](O)[C@H]1O	i
36	C[C@H](CO)N1C[C@H](C)[C@@H](CN(C)S(=O)(=O)c2cccs2)Oc2ccc(NC(=O)c3ccncc3)cc2C1=O	i
37	O=C(C1=C[C@H](C2CC2)C[C@H](OCCCCO)O1)N1CCOCC1	i
38	C[C@@H]1CN([C@@H](C)CO)C(=O)CCCn2nncc2CO[C@@H]1CN(C)Cc1ccncc1	i
39	Cc1ccc(S(=O)(=O)N(CC(=O)O)c2ccc(Cl)c(C(F)(F)F)c2)cc1	i
40	C[C@@H]1CCCCO[C@H](CN(C)S(=O)(=O)c2ccccc2)[C@@H](C)CN([C@@H](C)CO)C(=O)c2cc(NC(=O)CCC(F)(F)F)ccc2O1	i
41	C[C@H](CO)N1C[C@H](C)[C@H](CN(C)Cc2ccc(C(=O)O)cc2)Oc2c(NS(=O)(=O)c3cccs3)cccc2C1=O	i
42	CCCCc1ccc(-c2csc(NC(=O)c3ccccc3[N+](=O)[O-])c2C(N)=O)cc1	i
43	C[C@@H]1CN([C@@H](C)CO)C(=O)c2cc(NC(=O)Nc3ccc(C(F)(F)F)cc3)ccc2O[C@@H](C)CCCCO[C@H]1CN(C)C	i
44	CC1(C)CC(=O)C(C2C3=C(CC(C)(C)CC3=O)Oc3ccccc32)C(=O)C1 (stereo not given)	i
45	COC(=O)CCSc1ncnc2c1sc1nc(N3CCOCC3)c3c(c12)CCCC3	i

Reprinted at random: two entries already listed
item	smiles	NFkB binder
35	COc1cc(/C=C/c2cc(O)cc(O)c2)ccc1O[C@@H]1O[C@H](CO)[C@@H](O)[C@H](O)[C@H]1O	i
39	Cc1ccc(S(=O)(=O)N(CC(=O)O)c2ccc(Cl)c(C(F)(F)F)c2)cc1	i

Going on with the list:
item	smiles	NFkB binder
46	CCc1ccc(CCC(=O)Nc2ccc(Br)cc2)o1	i
47	C[C@H](CO)N1C[C@H](C)[C@@H](CN(C)C(=O)Nc2ccc(F)cc2)Oc2c(NC(=O)Nc3cccc4ccccc34)cccc2C1=O	i
48	C[C@H]1CN([C@@H](C)CO)C(=O)c2cccc(NS(=O)(=O)c3cccs3)c2O[C@@H]1CN(C)C(=O)NC1CCCCC1	i
49	COc1ccc(S(=O)(=O)Nc2cccc3c2O[C@H](CN(C)S(=O)(=O)c2cn(C)cn2)[C@H](C)CN([C@H](C)CO)C3=O)cc1	i
50	C[C@H]1CN([C@@H](C)CO)C(=O)c2cc(N(C)C)ccc2O[C@H]1CN(C)C(=O)NC1CCCCC1	i
51	Cc1ccc(S(=O)(=O)Nc2ccc3c(c2)C(=O)N([C@H](C)CO)C[C@H](C)[C@H](CN(C)C(=O)Nc2ccc(F)cc2)OCCCC[C@@H](C)O3)cc1	i
52	FC(F)(F)c1cccc(-c2noc(-c3cc(-c4ccccc4)c(C(F)(F)F)s3)n2)c1	i
53	O=C(O)CCc1ccc(-c2cccs2)n1CC1CCCO1 (stereo not given)	i
54	COc1ccc(S(=O)(=O)N(C)C[C@@H]2Oc3c(NC(=O)c4cc(C)nn4C)cccc3C(=O)N([C@@H](C)CO)C[C@H]2C)cc1	i
55	O=C(CSc1nc(Nc2ccccc2)nc(Nc2ccccc2)n1)N1CCN(c2ccccc2)CC1	i
56	C[C@H](CO)N1C[C@H](C)[C@@H](CN(C)S(=O)(=O)c2cccs2)Oc2ccc(NC(=O)Nc3ccc(F)cc3)cc2C1=O	i
57	Cn1c(SCC(=O)c2ccc(Cl)cc2Cl)nnc1-c1cccnc1	i
58	COc1ccccc1-n1c(CN2C(=O)c3ccccc3C2=O)nc2ccccc2c1=O	i
59	CNC[C@H]1Oc2c(NC(=O)c3cnccn3)cccc2C(=O)N([C@H](C)CO)C[C@H]1C	i
60	COc1ccc(S(=O)(=O)Nc2ccc3c(c2)CC(=O)N([C@H](C)CO)C[C@H](C)[C@@H](CN(C)Cc2ccc(C(F)(F)F)cc2)O3)cc1	i

Records 46 to 52 of the list above:
item	smiles	NFkB binder
46	CCc1ccc(CCC(=O)Nc2ccc(Br)cc2)o1	i
47	C[C@H](CO)N1C[C@H](C)[C@@H](CN(C)C(=O)Nc2ccc(F)cc2)Oc2c(NC(=O)Nc3cccc4ccccc34)cccc2C1=O	i
48	C[C@H]1CN([C@@H](C)CO)C(=O)c2cccc(NS(=O)(=O)c3cccs3)c2O[C@@H]1CN(C)C(=O)NC1CCCCC1	i
49	COc1ccc(S(=O)(=O)Nc2cccc3c2O[C@H](CN(C)S(=O)(=O)c2cn(C)cn2)[C@H](C)CN([C@H](C)CO)C3=O)cc1	i
50	C[C@H]1CN([C@@H](C)CO)C(=O)c2cc(N(C)C)ccc2O[C@H]1CN(C)C(=O)NC1CCCCC1	i
51	Cc1ccc(S(=O)(=O)Nc2ccc3c(c2)C(=O)N([C@H](C)CO)C[C@H](C)[C@H](CN(C)C(=O)Nc2ccc(F)cc2)OCCCC[C@@H](C)O3)cc1	i
52	FC(F)(F)c1cccc(-c2noc(-c3cc(-c4ccccc4)c(C(F)(F)F)s3)n2)c1	i

Additional entries.
item	smiles	NFkB binder
61	C[C@H](CO)N1C[C@H](C)[C@H](CN(C)C(=O)Nc2ccc(F)cc2)Oc2ccc(NC(=O)c3ccncc3)cc2C1=O	i
62	O=C(NCc1ccccc1)[C@]1(CCS(=O)(=O)c2ccccc2)N=C(c2ccc(OCCCO)cc2)O[C@@H]1c1ccccc1	i
63	CC1CCC23CCC(O[C@@H]4O[C@H](CO)[C@@H](O)[C@H](O)[C@H]4O)C12C(C=O)=CC3(C)C (stereo not given in full)	i
64	COC(=O)C(CC#Cc1ccc2c(c1)[C@]1(C(=O)N2)[C@H](c2ccc(O)cc2)N2[C@H](c3ccccc3)[C@H](c3ccccc3)OC(=O)[C@H]2[C@@H]1C(=O)NC[C@H](O)c1ccccc1)C(=O)OC	i
65	C[C@@H]1CN([C@H](C)CO)C(=O)c2cc(NS(=O)(=O)c3ccccc3)ccc2O[C@H]1CN(C)C	i
66	C[C@@H]1CN([C@H](C)CO)C(=O)c2cccc(NC(=O)C3CCOCC3)c2O[C@@H]1CN(C)Cc1ccc(C(=O)O)cc1	i
67	Cc1nc2ccccc2n1CC(=O)NCCN1CCCC1	i
68	C[C@@H]1CN([C@H](C)CO)C(=O)c2cc(NC(=O)Nc3ccccc3)ccc2O[C@H]1CN(C)C(=O)Nc1ccc(C(F)(F)F)cc1	i
69	Cc1noc(C)c1NC(=O)Nc1ccc2c(c1)C(=O)N([C@@H](C)CO)C[C@@H](C)[C@@H](CN(C)C)OCCCC[C@H](C)O2	i
70	C[C@H]1CN([C@@H](C)CO)C(=O)c2cc(NC(=O)NC3CCCCC3)ccc2O[C@@H]1CN(C)S(=O)(=O)c1ccc(Cl)cc1	i
71	Cc1nc(SCC(=O)Nc2ccc(F)cc2)nc2c1CCCC2	i
72	COc1ccc(NC(=O)Nc2ccc3c(c2)C(=O)N([C@@H](C)CO)C[C@@H](C)[C@H](CN(C)S(=O)(=O)c2ccc(OC)cc2)OCCCC[C@@H](C)O3)cc1	i
73	Cc1noc(C)c1S(=O)(=O)Nc1ccc2c(c1)CC(=O)N([C@@H](C)CO)C[C@@H](C)[C@@H](CN(C)C(=O)Nc1cccc3ccccc13)O2	i
74	CCO[C@H]1OC(C(=O)N2CCN(Cc3ccc4c(c3)OCO4)CC2)=C[C@@H](C2CCCCC2)[C@@H]1CCCO	i
75	C[C@@H]1CN([C@@H](C)CO)C(=O)c2cc(NC(=O)Nc3ccccc3)ccc2O[C@@H]1CN(C)C(=O)Nc1ccccc1	i

The list goes on:
item	smiles	NFkB binder
76	Cc1noc(C)c1S(=O)(=O)Nc1cccc2c1O[C@H](CN(C)C(=O)Nc1ccccc1)[C@H](C)CN([C@@H](C)CO)C2=O	i
77	C[C@@H]1CN([C@@H](C)CO)C(=O)Cc2cc(NC(=O)NC3CCCCC3)ccc2O[C@H]1CN(C)C(=O)Nc1cccc2ccccc12	i
78	Cc1noc(C)c1NC(=O)Nc1ccc2c(c1)C(=O)N([C@H](C)CO)C[C@@H](C)[C@H](CN(C)C(=O)Nc1c(C)noc1C)OCCCC[C@@H](C)O2	i
79	NC[C@@H]1O[C@H](c2ccccc2)Cc2c1ccc(O)c2O	i
80	CCCN(C)C[C@@H]1OCCCC[C@@H](C)Oc2ccc(NC(=O)NC(C)C)cc2C(=O)N([C@@H](C)CO)C[C@@H]1C	i
81	C=C1CCC2C(C)(CO)CCCC2(C)C1CC/C(C)=C/C(=O)O (stereo not given)	i
82	C=CC1(C)C=C2CCC3C(C)(C)C(O[C@@H]4O[C@@H](CO)[C@H](O)[C@H]4O)CCC3(C)C2CC1O[C@@H]1O[C@H](CO)[C@@H](O)[C@H](O)[C@H]1O (stereo not given in full)	i
83	C[C@@H]1CN([C@H](C)CO)C(=O)Cc2cc(NC(=O)Cc3ccccc3)ccc2O[C@H]1CN(C)S(C)(=O)=O	i
84	Cc1sc(NC(=O)c2cc(-c3ccccn3)nc3ccccc23)c(C(=O)NC2CCCCC2)c1C	i

The list is partial (hit frequency here may not be typical).
